# human PMI inhibitors – human PMI inhibitors, high substrate, primary screen, biochemical, fluorescence intensity, high mannose 6-phosphate (AID 1220) | Mannose-6-phosphate isomerase (Homo sapiens) | recombinant PMI enzyme, coupled fluorescence intensity; higher % means a stronger effect | inhibition, % at 20 µM, or IC50 in µM where a hit was titrated | actives 0.66% (n = 190,000)
# TNAP activation fold – human TNAP enzyme activators, primary screen, biochemical, luminescent, no phosphate acceptor, uHTS (AID 1001). Alkaline phosphatase, tissue-nonspecific isozyme (Homo sapiens). purified TNAP, luminescent activation assay, no phosphate acceptor; higher activation fold means a stronger effect. activation fold at 20 µM; hits with a dose series show EC50 in µM. actives 0.03% (n = 200,000); in the data active means activation fold from about 3, or a potency from the dose series; inactive means the rest, 99 in 100 with activation fold below about 1.6; further: many of its hits are not listed in these tables
# NOD2 inhibition – NOD2 signaling inhibitors, cell-based, luminescence, uHTS, HEK293 (AID 1566). HEK293 NOD2/NF-kB luciferase reporter, luminescence; higher % means a stronger effect. inhibition, % at 4 µM; hits with a dose series show EC50 in µM. actives 0.63% (n = 290,000); further: many of its hits are not listed in these tables
# KOR beta-arrestin-1 – KOR antagonists, beta-arrestin recruitment, cell-based, luminescence, uHTS (AID 1778); actives 0.091% (n = 290,000); inhibition, % at 10 µM; hits with a dose series show IC50 in µM; KOR beta-arrestin recruitment, luminescence, antagonist mode; higher % means a stronger effect; Kappa-type opioid receptor (Homo sapiens); further: strong numbers were not always called active
# human PMI inhibition – inhibitors of human PMI, primary screen, biochemical, fluorescence intensity, coupled assay (AID 1209); Mannose-6-phosphate isomerase (Homo sapiens); purified PMI enzyme, coupled fluorescence intensity; higher % means a stronger effect; inhibition, % at 20 µM, or IC50 in µM where a hit was titrated; actives 0.42% (n = 190,000);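 further: plate controls were DMSO vehicle for no effect and wells lacking substrate for full effect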
# LYP phosphatase – inhibitors of LYP phosphatase, biochemical, fluorescence intensity, uHTS (AID 1779); Tyrosine-protein phosphatase non-receptor type 22 (Homo sapiens); recombinant LYP phosphatase, fluorescence intensity; higher % means a stronger effect; inhibition, % at 11.5 µM; hits with a dose series show IC50 in µM; actives 0.054% (n = 290,000);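 further: plate controls were vehicle with enzyme for no effect and no enzyme for full effect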
# KOR beta-arrestin-2 – KOR agonists, beta-arrestin recruitment, primary screen, cell-based, luminescence, uHTS (AID 1777). Kappa-type opioid receptor (Homo sapiens). KOR beta-arrestin recruitment, luminescence; higher % means a stronger effect. one-dose activation, % at 10 µM; EC50 in µM for titrated hits. actives 0.02% (n = 280,000); in the data active means activation above about 50%, passing the limit was not always enough; further: a part of the inactive calls stands beside numbers as strong as those of hits
# XIAP displacement – XIAP antagonists, biochemical, IAP family, fluorescence polarization (AID 1018). E3 ubiquitin-protein ligase XIAP (Homo sapiens). XIAP BIR domain, fluorescence polarization peptide displacement; higher % means a stronger effect. one-dose displacement, % at 20 µM; IC50 in µM for titrated hits. actives 0.007% (n = 200,000); in the data active means displacement above about 50%; further: a part of the inactive calls stands beside numbers as strong as those of hits
# NOD1 NF-kB reporter – NOD1 signaling inhibitors, primary screen, cell-based, luminescence, uHTS (AID 1578). inhibition, % at 4 µM; hits with a dose series show EC50 in µM. actives 1% (n = 290,000). NOD1-driven NF-kB luciferase reporter cells, luminescence; higher % means a stronger effect; in the data active means inhibition mostly above about 36%, no sharp cut-off; inactive means mostly below about 34%;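 further: HEK-293T reporter cells stimulated with the NOD1 agonist gamma-tri-DAP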
# The depositor's hits bear a star; . = not tested or not shown; [ ] = another dose, or the depositor's remark. Unless noted, no stated cut-off is given here; in the data, active means inhibition above about 50%; inactive means the rest.
SMILES,human PMI inhibitors,TNAP activation fold,NOD2 inhibition,KOR beta-arrestin-1,human PMI inhibition,LYP phosphatase,KOR beta-arrestin-2,XIAP displacement,NOD1 NF-kB reporter
Cc1ccc(N=Nc2c(O)[nH]c3ccc(F)cc23)cc1,.,.,-76%,7%,.,-3%,-2.9%,.,-18%
CCOc1ccc(-c2c(C(=O)N/N=C/c3ccc(C)o3)nnn2-c2nonc2N)cc1,.,.,3%,-18%,.,-4%,7.9%,.,12%
CCSc1nc2sc3c(c2c(=O)n1-c1ccc(OC)cc1)CCN(C)C3,.,.,18%,14%,.,-2%,.,.,-4%
COC(=O)Cn1cc(C(=O)C2CC2)c2ccccc21,5%,1.1,6%,8%,6%,-2%,-3.5%,-9.3%,-9%
COc1ccccc1NC(=S)N(Cc1cccs1)C1CCCC1,4%,1.1,-2%,41%,-5%,1%,-1.1%,-6.3%,-20%
CC(C)c1ccc(C2/C(=C(/O)c3ccc(F)cc3)C(=O)C(=O)N2CCCN2CCOCC2)cc1 (stereo not given),.,.,9%,23%,.,-4%,0.6%,.,14%
C=CCNc1ncnc2ccccc12,6%,1,2%,-25%,8%,-9%,12%,-8.1%,16%
Cc1cc2ccccn2c1C(=O)c1ccc([N+](=O)[O-])cc1[N+](=O)[O-],.,.,21%,-37%,.,-11%,4.5%,.,-1%
COc1ccc(N2CCN(C(=O)c3ccc(N4C(=O)NC5CC4(C)Oc4ccccc45)cc3)CC2)cc1 (stereo not given),11%,1.1,-20%,26%,8%,-3%,-2.1%,-3.6%,-14%
CC1=C(C(=O)N2CCCCC2)C(c2cccs2)NC(=O)N1 (stereo not given),-1%,1.1,-9%,-13%,-1%,-6%,7.8%,0.6%,-22%
COCc1ccc(CN2CCCC(CO)(Cc3ccccc3)C2)o1 (stereo not given),-6%,1.1,3%,1%,-1%,-6%,-6.3%,-6.7%,32%
CCOc1ccc(NC(=O)C2CCC(CNc3c(N4CCOCC4)c(=O)c3=O)CC2)cc1 (stereo not given),-2%,1,9%,30%,-2%,3%,-6.9%,-3.4%,9%
c1ccc(Oc2nc(Oc3ccccc3)nc(N3CCOCC3)n2)cc1,4%,1.1,12%,37%,10%,-7%,-5.7%,-2.2%,6%
COc1ccc2[nH]c(C)c(CCN(Cc3cccs3)C(=S)Nc3ccc(F)cc3)c2c1,33%,1,-3%,3%,37%,5%,-1.3%,-13%,-15%
CN1CCN(C2CCCCC2NS(=O)(=O)c2ccc(Cl)cc2)CC1 (stereo not given),.,.,7%,-32%,.,2%,-0.4%,.,-36%
CC(C)CC(=O)NC1(C(F)(F)F)C(=O)N(CC(C)C)C2=C1C(=O)CC(C)(C)C2 (stereo not given),-3%,1,7%,-6%,-2%,-9%,2.4%,-3.7%,-23%
O=C(NCCN1CCN(c2ccccc2)CC1)c1ccccc1F,.,.,-7%,19%,.,-6%,-0.9%,.,-3%
O=C(Cn1nnc(-c2ccncc2)n1)NCCc1ccccc1,-4%,1,0%,3%,-2%,3%,-0.6%,-6.8%,-3%
Cc1ccc(N2C(=O)CN(Cc3cccs3)C2=S)cc1C,0%,1.2,8%,27%,1%,-1%,-2.0%,-0.8%,-35%
O=S1(=O)C[C@@H]2N=C(N/N=C/c3ccccc3)S[C@@H]2C1,.,.,-9%,22%,.,-3%,-3.8%,.,3%
Cc1ccc(C(=O)Nc2nc(C)c(C(=O)N(C)C)s2)o1,.,.,-8%,8%,.,-4%,-4.1%,.,-28%
Cc1cc(SCc2ccccc2Cl)nc(=O)[nH]1,.,.,-8%,-18%,.,-7%,2.5%,.,-8%
CCn1nc(C)c(NC(=O)/C=C/c2ccc(OC)c(COc3ccc(Cl)cc3Br)c2)c1C,-3%,1.1,14%,7%,2%,-17%,1.3%,-6.5%,35%
CCS(=O)(=O)N1CCN(CC(=O)NC2CCCCC2)CC1,-9%,1.1,11%,-36%[20 µM],-8%,-6%,.,-2.8%,-22%
CC1CCc2c(sc(NC(=O)c3ccc(Cn4cc([N+](=O)[O-])cn4)o3)c2C#N)C1 (stereo not given),13%,1.1,-60%,-19%,12%,5%,7.3%,-3.4%,-99%

# The closing 2 entries of the section above open the next one:
SMILES,human PMI inhibitors,TNAP activation fold,NOD2 inhibition,KOR beta-arrestin-1,human PMI inhibition,LYP phosphatase,KOR beta-arrestin-2,XIAP displacement,NOD1 NF-kB reporter
CCS(=O)(=O)N1CCN(CC(=O)NC2CCCCC2)CC1,-9%,1.1,11%,-36%[20 µM],-8%,-6%,.,-2.8%,-22%
CC1CCc2c(sc(NC(=O)c3ccc(Cn4cc([N+](=O)[O-])cn4)o3)c2C#N)C1 (stereo not given),13%,1.1,-60%,-19%,12%,5%,7.3%,-3.4%,-99%
Cc1ccc2c(c1)nnn2C1CCN(S(=O)(=O)c2ccc3ccccc3c2)CC1,-1%,1.1,4%,-10%,1%,2%,-3.4%,0.2%,-54%
COc1cc2c(cc1OC)[C@H](C)N(C(=S)Nc1ccc(F)cc1)CC2,.,.,8%,11%,.,-2%,4.0%,.,-1%
Cc1ccc(S(=O)(=O)N2CCC[C@H]2C(=O)OCC(=O)c2ccc3c(c2)NC(=O)CO3)cc1,.,.,-11%,-29%,.,-5%,6.0%,.,10%
Cc1ccc(-c2cc(C(=O)Nc3cccnc3)c3ccccc3n2)s1,.,.,-8%,-49%,.,-4%,4.3%,.,10%
CCOc1cc(CN2CCCCC2)ccc1OC,11%,1.1,8%,22%,15%,-4%,-2.3%,-9.0%,-14%
Cc1cc(NS(=O)(=O)c2ccc(NC(=S)NC(=O)c3ccc(Cl)cc3Cl)cc2)no1,12%,1,8%,2%,13%,-1%,2.7%,-1.1%,-4%
COc1ccc(NC(=O)CN(C)S(=O)(=O)c2ccc(Br)s2)cc1OC,.,.,4%,-22%,.,-6%,1.2%,.,1%
O=C(COc1ccccc1)Nc1nnc(S(=O)(=O)N2CCCCC2)s1,.,.,12%,-6%,.,-7%,-1.6%,.,4%
N#Cc1ccc(CSc2nnc(-c3ccccc3)n2Cc2ccco2)cc1,2%,1.1,-8%,-1%,5%,5%,3.7%,-2.9%,-23%
O=C(c1ccccc1)C1CCN(C(=O)c2cccs2)CC1,.,.,0%,-4%,.,-4%,2.6%,.,-6%
C/C(=N\NC(=O)c1cccs1)c1c(O)cc(C)oc1=O,.,.,-2%,-28%,.,3%,5.7%,.,12%
CC(=O)c1sc(NC(=O)COc2ccc(C(C)C)c(C)c2)nc1C,-7%,1.1,20%,-8%,-9%,-7%,-4.1%,2.7%,-13%
Cc1cc2oc(=O)cc(CN3CCCCC3)c2cc1C(C)C,4%,1.1,-35%,6%,8%,2%,0.3%,-1.5%,-26%
CC(=O)c1ccc(NC(=O)CN2C(=O)/C(=C/C=C/c3ccccc3)SC2=S)cc1,-16%,0.8,-138%,-17%,-13%,6%,-1.1%,-2.3%,17%
CC(/C=C/c1ccc2c(c1)OCO2)=N/NC(=O)COc1ccc(C)cc1,18%,1.1,-8%,-43%,18%,0%,-4.3%,-3.1%,-22%
COc1ccc(CNC(=O)c2cccc3c2C(=O)N(Cc2cccnc2)C3)cc1,2%,1.1,15%,-24%,4%,-6%,1.0%,-1.3%,-20%
COC(=O)c1cc2c(-c3ccccc3)cc3ccccn3c-2c1C(=O)OC,3%,1,11%,8%,7%,-1%,-4.4%,21%,-5%
CN(C)c1ccc(C(CNC(=O)c2ccco2)N2CCCC2)cc1 (stereo not given),.,.,2%,5%,.,-5%,6.0%,.,-32%
O=C(CN1CCN(C(=O)C2CCCO2)CC1)Nc1c(Cl)cccc1Cl (stereo not given),.,.,9%,23%,.,-8%,-2.6%,.,-31%
CC(=O)C(Sc1ccc2nnc(-c3ccc(F)cc3)n2n1)C(C)=O,35%,1.2,15%,21%,4%,-10%,-8.8%,-2.3%,-7%
CCN(c1ccccc1)S(=O)(=O)c1ccc(OC)c(NC(=O)C2CC(=O)N(Cc3ccccc3)C2)c1 (stereo not given),.,.,3%,1%,.,-2%,-0.8%,.,-9%
Cc1cc(-c2ccccc2)nc(SCc2ccc(C(=O)O)o2)n1,-6%,1.2,9%,18%,-6%,4%,0.9%,-0.7%,-12%
Cc1cc(C=NCCCO)c(C)n1-c1cc(Cl)ccc1Cl,7%,1.1,-11%,-2%,7%,-5%,-2.2%,-2.8%,-22%
CC(CCc1ccccc1)NC(=O)COC(=O)c1ccc(NC(N)=O)cc1 (stereo not given),.,.,-2%,1%,.,-4%,-3.7%,.,-6%
O=C(Nc1nc2ccccc2s1)C1CC(=O)N(c2ccc(Br)cc2)C1 (stereo not given),4%,1,12%,-22%,9%,-3%,7.0%,-6.3%,44%
SMILES,human PMI inhibitors,TNAP activation fold,NOD2 inhibition,KOR beta-arrestin-1,human PMI inhibition,LYP phosphatase,KOR beta-arrestin-2,XIAP displacement,NOD1 NF-kB reporter
O=C(COC(=O)c1ccc([N+](=O)[O-])s1)NCc1ccc(F)cc1,3%,1.1,9%,13%,-3%,-4%,-2.3%,-0.4%,-18%
CC(C)(C)c1ccc(C2(C)NC(=O)N(CC(=O)c3ccc[nH]3)C2=O)cc1 (stereo not given),7%,1.1,5%,27%,5%,-7%,1.7%,-1.1%,7%
O=C(Oc1cc(Cl)cc(Cl)c1)c1cnc2n(c1=O)CCS2,.,.,21%,12%,.,0%,-2.2%,.,-8%
CNC(=O)CCc1nc(-c2ccc(C(C)(C)C)cc2)no1,-2%,1,-52%,-21%,-17%,8%,5.3%,-2.5%,-21%
C=CCn1c(N)cc(=O)nc1SC(CC)C(=O)Nc1ccc(C(C)=O)cc1 (stereo not given),.,.,2%,-14%,.,-7%,3.3%,.,-8%
COc1ccc(S(=O)(=O)NC2CC(C)(C)NC(C)(C)C2)cc1C(C)C,.,.,2%,-14%,.,-9%,3.5%,.,-8%
CCCCOc1ccc(/C=C/C(=O)OCC(=O)c2c(N)n(C)c(=O)n(C)c2=O)cc1OCC,-3%,1,16%,-66%,-4%,-3%,35%,-5.9%,20%
Cn1c(=O)[nH]c(=O)c2c1nc(Br)n2CCCSc1nc2ccccc2o1,-12%,1.1,0%,10%,1%,0%,-5.5%,-0.7%,-3%
Cc1nc(-c2ccc(C#N)cc2)cs1,.,.,5%,8%,.,-6%,8.9%,.,-15%
CCOc1cc(/C=N\NC(=O)Cc2ccccc2)ccc1OCC(=O)Nc1ccc(C)c(C)c1,-4%,1,-65%,-53%,2%,-1%,1.1%,-8.4%,-61%
Cc1cc(C)n(-c2ccc(F)cc2)c(=O)c1C(=O)O,-11%,1.1,9%,-18%,-4%,-7%,4.1%,-2.1%,-1%
O=C(O)c1cc2ccc3ccccc3c2oc1=O,7%,1.1,-12%,19%,-23%,-3%,4.1%,-3.3%,-4%

# Entries of single compounds, quoted from the list.
# `O=C(COC(=O)c1ccc([N+](=O)[O-])s1)NCc1ccc(F)cc1` is listed with human PMI inhibitors: 3%; TNAP activation fold: 1.1; NOD2 inhibition: 9%; KOR beta-arrestin-1: 13%; human PMI inhibition: -3%; LYP phosphatase: -4%; KOR beta-arrestin-2: -2.3%; XIAP displacement: -0.4%; NOD1 NF-kB reporter: -18%
# `CC(=O)c1sc(NC(=O)COc2ccc(C(C)C)c(C)c2)nc1C` is listed with human PMI inhibitors: -7%; TNAP activation fold: 1.1; NOD2 inhibition: 20%; KOR beta-arrestin-1: -8%; human PMI inhibition: -9%; LYP phosphatase: -7%; KOR beta-arrestin-2: -4.1%; XIAP displacement: 2.7%; NOD1 NF-kB reporter: -13%

# High-throughput results deposited in PubChem by Sanford-Burnham Center for Chemical Genomics.

# A portion of the library, so the mix of outcomes need not match the whole.
